Screens (PubChem BioAssay)
Coupling enz: coupling enzyme interference in Giardia aldolase counter-screen | activity change, negative = inhibition, % at 58.2 µM, hits read low | coupling enzyme system counterscreen, AmpLite Red fluorescence | 290,000 compounds, 0.67% hits; in the data active means activity change below about -30%; further: on the % scale 0 is the no-effect control and ±100 the full control effect
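Final compound at 57.5 uM, incubated 10 min at RT with coupling enzyme reagent (glyceraldehyde-3-phosphate), then 20 min with substrate and AmpLite Red detection. Fluorescence read at 525/598 nm; tests interference with the coupling assay, not aldolase inhibition.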
TSHR antag: antagonists of human thyroid stimulating hormone receptor; TSHR-expressing cells, TSH-stimulated cAMP HTRF, 2 h; stronger effect = lower value; AID 504810; P16473; 330,000 compounds, 0.2% hits; activity change, negative = inhibition, % at 11.5 µM;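 active means activity change below a set negative limit, meaning inhibition stronger than a set level, cut at about -70% in these data; inconclusive means activity change between two set negative limits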; further: on the % scale 0 is the no-effect control and ±100 the full control effect
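Cell-based HTRF cAMP assay; TSHR cells + compound, TSH EC80 (4nM final), 2 h, 37 deg C. Lysis with anti-cAMP cryptate and cAMP-d2, 30 min RT, read 665/620 nm.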
Tb PFK inh: inhibitors of T. brucei phosphofructokinase | O15648 | T. brucei PFK, ADP-Glo luminescence | AID 485367 | Potency, µM (titrated, usually from 57.5 µM), for inactives: top-dose activity, negative = inhibition, hits mostly inhibitors | 330,000 compounds, 0.17% hits;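 further: potency means the concentration at half of the fitted maximal effect; 0% = uninhibited 1x PFK enzyme wells and -100% = no-enzyme wells; nearly all actives have a fitted effect of over 60% in size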
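ADP-Glo luminescence quantified ADP after 45 min at room temperature, with 1.25 nM T. brucei PFK, 0.1 mM ATP and 0.5 mM fructose-6-phosphate in pH 8.0 TEA buffer. qHTS titrations up to 57 µM; curves classified by quality.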
A-T KAP1 phos: potential ataxia-telangiectasia treatments restoring KAP-1 phosphorylation | […] A-T fibroblasts, KAP-1 phosphorylation AlphaLISA; neocarzinostatin DNA damage 30 min before lysis | Potency, µM (titrated, usually from 57.5 µM), without a hit: at the top dose activation, actives largely listed as activators | 320,000 compounds, 0.19% hits | AID 485349; further: potency means the concentration at half of the fitted maximal effect; % of control where 0% means no effect; nearly all actives have a fitted effect of over 45% in size
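hTERT-immortalized A-T patient fibroblasts ([…]), 500 cells/well in OPTI-MEM, 1% FBS, got compounds for 60 min, then NCS for 30 min at 37C. Lysates were then assayed for phospho-KAP-1 by AlphaLISA (anti-pKAP1 donor, anti-KAP1 acceptor beads), 6 hr at 25C.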
GALK inh: blocks human galactokinase activity; P51570; Purified GALK, Kinase-Glo residual ATP luminescence; Potency, µM (highest dose often 57.5 µM), without a hit: at the highest dose activity change, negative = inhibition, actives largely listed as inhibitors; 270,000 compounds, 0.007% hits; further: potency means the concentration at half of the fitted maximal effect; on the % scale 0 is the no-effect control and ±100 the full control effect
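Galactose (100 uM) and ATP (35 uM) were turned over by 5 nM GALK for 1 h at RT. Kinase-Glo Plus then converted the remaining ATP into a luminescent signal.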
TCR act: T cell receptor activation; primary human leukocytes, anti-CD3, IL-2 HTRF, 48 h; Potency, µM (doses to about 9.22 µM), for the others: top-dose activation of IL-2 secretion, most hits filed as activators; 330,000 tested, under 10 active; AID 504894; further: % of control where 0% means no effect
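IL-2 release read by HTRF sandwich (Eu cryptate donor, d2 acceptor, 665 nm emission) after 48 hr exposure of primary human leukocytes to compound together with anti-CD3 beads in the absence of co-stimulatory signals.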
Chronic BCR inh: inhibitors of chronic active B-cell receptor signaling | ABC-DLBCL IkBa-CBG/CBR reporter, luminescence ratio, 4 h | Potency, µM (doses to about 46.1 µM), for inactives: at the top dose ratio change, negative = lower green/red ratio, actives largely listed as inhibitors | 340,000 compounds, 0.05% hits | AID 493014; active means well fitted inhibition curve with a large enough effect in the signal ratio, with a control signal flat, not every such curve was filed as active; inconclusive means small, poorly fitted or top-dose-only effect, or effect the other way, or a change in a side signal; the % refers to the signal ratio;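 further: potency means the concentration at half of the fitted maximal effect; plate controls were basal doxycycline-induced cells for no effect and cells given 10 µM MG132 for full effect; MG132 reads +100%, hits lower the ratio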
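Doxycycline induced both beetle luciferases in TMD8 lymphoma cells; IKK-driven degradation limits the IkappaBalpha-fused green signal, while red luminescence normalises for cell number and nonspecific effects. Compounds tested up to 46 uM, 4 hrs.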
CXXC DNA block: inhibitors of human MLL CXXC domain-DNA interaction. Q03164. MLL-CXXC / FITC-HOXA9 DNA fluorescence polarization. Potency, µM (series often up to 115 µM), without a hit: top-dose activity change, negative = inhibition, hits mostly inhibitors. 290,000 compounds, 0.037% hits. AID 2662; active means well fitted inhibition curve with a large enough effect in the polarisation, with a control signal flat, not every such curve was filed as active; inconclusive means small, poorly fitted or top-dose-only effect, or effect the other way, or a change in a side signal; inactive means no such curve, though single readings can be large or run the other way; the % refers to the polarisation; further: potency means the concentration at half of the fitted maximal effect
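Fluorescence polarization: 7 uM MLL-CXXC (stock) preincubated 5 min with compounds, then 50 nM fluorescein-HOX-A9 DNA (stock) added; 30 min ambient. Buffer 50 mM Tris-HCl pH 7.5, 50 mM NaCl, 1 mM DTT, 0.05% BSA.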
KCNH2 WT inh: inhibitors of human wildtype KCNH2 potassium channel; Q12809; U2OS, BacMam KCNH2, thallium flux FluxOr; stronger effect = lower value; activity change, % at 1.84 µM; 340,000 compounds, 0.37% hits; AID 720551;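 active means maximum activity change below -70%; inconclusive means maximum activity change between -70% and -50%; inactive means maximum activity change above -50%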; further: on the % scale 0 is the no-effect control and ±100 the full control effect
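U2OS cells transduced with wild-type KCNH2 virus are loaded with FluxOr dye for 45 min, and thallium flux is measured in kinetic reads before and after stimulation buffer. Rate constants are normalized to DMSO controls.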
Giardia kill: Giardia lamblia killing; Giardia lamblia trophozoite viability; activity change, % at 7.66 µM, hits read low; 340,000 compounds, 0.15% hits; AID 540267; in the data active means activity change below about -80%; inconclusive means between about -30% and that limit;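 further: parasites exposed to compound for two days anaerobically before the ATP read; on the % scale 0 is the no-effect control and ±100 the full control effect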
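ATP-content bioluminescence gauges trophozoite survival. Cells (100/well) receive compound and incubate anaerobically for 48 hrs at 37 deg C; detection reagent follows for 15-30 min at room temperature.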
The depositor's hits bear a star; ? = inconclusive; . = no result given; & = joins results of further samples; [ ] = remark or other dose. Unless noted, the call rests on the fitted dose curve; in most records, active means well fitted curve in the direction sought with a large enough effect; inconclusive means small, poorly fitted or top-dose-only effect, or another doubt; inactive means no such curve, though single readings can be large; an effect the other way counts as inactive or inconclusive.

Value order – KCNH2 WT inh	Coupling enz	Chronic BCR inh	Tb PFK inh	A-T KAP1 phos	TSHR antag	Giardia kill	TCR act	CXXC DNA block	GALK inh
> Cc1ccc(NC(=O)CSc2nnc(-c3ccc(S(=O)(=O)N4CCOCC4)cc3)n2C)cc1
  3	8	?	-8%	-1%	0	20&-2	0%	14%	0%
> Cc1cccc(NS(=O)(=O)c2cccc(C(=O)NCC(c3ccco3)N3CCCCC3)c2)c1 (configuration not stated)
  13	.	5%	-5%	9%	8	-6	7%	.	.
> CC(C)(C)c1ccc(C(=O)N2CCN(Cc3ccccc3)CC2)cc1
  ?	0	?	13%	-18%	18	0	.	2%	-5%
> CN1CCC(N(C)C(=O)c2ccccc2F)CC1
  22	3	-2%	?	-10%	15	-1	-1%	-10%	3%
> O=C(N/N=C/c1ccc([N+](=O)[O-])cc1)c1cccs1
  -5	1	?	?	-1%	2	0	3%	0%	2%
> COc1ccc(CCN(C)Cc2nc(Cc3ccc(OC)c(OC)c3)no2)cc1OC
  -2	1	3%	-7%	-2%	-12	14	-3%	-14%	2%
> Cc1onc(C(=O)/C=C/N(C)C)c1C(=O)Nc1nccs1
  -4	.	?	0%	4%	-15	32[activator]	2%	-8%	-1%
> Cc1cc(Oc2ccc(-c3nnc(-c4ccccc4)o3)cc2[N+](=O)[O-])ccc1Cl
  -1	3	6%	5%	4%	-9	?	0%	2%	0%
> CC1CCN(C(=O)COC(=O)C(C)N2C(=O)c3ccccc3C2=O)CC1 (configuration not stated)
  5	.	0%	2%	-4%	-25	1	6%	.	.
> S=C(NCCc1ccc(Cl)cc1)Nc1ccc(Cl)cc1Cl
  12	1	?	-1%	7%	-35	0	1%[46.1 µM]	-18%	-1%
> CCN(CC)CCNc1nc2cc(OC)c(OC)cc2c2nc(-c3ccccc3)nn12
  -24	2	?	0%	-3%	-2	19	-8%	?	-6%
> COc1cccc(C2c3[nH]c4ccccc4c3CCN2C(=O)Cn2cncn2)c1OC (configuration not stated)
  -2	-3	-6%	2%	11%	-11	9	5%	14%	-1%
> CCCC(=O)c1c[nH]c(C(=O)NCc2cccnc2)c1
  3	-1	0%	-4%	0%	13	10	-8%	16%	2%
> FC(F)(F)c1nnc2c(Sc3ccccn3)nc3ccccc3n12
  -1	6	?	-13%	-10%	20	9	9%	110%[activator]	-2%
> CC(C)NC(=O)CSc1nnc(CNC(=O)OC(C)(C)C)n1C
  0	0	-1%	-2%	36%	-2	19	-13%	-2%	0%
> COc1ccc(/C=N/Nc2ncnc3c2[nH]c2ccccc23)c(OC)c1OC
  1	-1	3%	-2%	-4%	-5	0	-1%[46.1 µM]	-4%	3%
> O=C(NCc1ccc2c(c1)OCO2)c1nc(S(=O)(=O)Cc2ccccc2F)ncc1Cl
  3	2	?	-14%	-14%	-44	?	-1%	62%[activator]	-1%
> CCOC(=O)N1CCC(NC(=O)C2CCN(C(=O)c3cc4sccc4n3CC)CC2)CC1
  -4	2	-19%	-1%	.	-7	3	-4%	3%	10%
> Cc1ccc2c(c1)c(C1=c3ccccc3=NC1=O)c(O)n2C
  -7	3	?	-16%	27%	15	-2	.	-4%	7%
> COc1ccc(C2(CNC(=O)Cc3ccccc3)CCCC2)cc1OC
  4	1	13%	10%	4%	4	-11	-1%	4%	-3%

More entries follow:
Value order – KCNH2 WT inh	Coupling enz	Chronic BCR inh	Tb PFK inh	A-T KAP1 phos	TSHR antag	Giardia kill	TCR act	CXXC DNA block	GALK inh
> O=C(Nc1nnc(SCc2c(Cl)cccc2Cl)s1)C1CC(=O)N(c2ccc3c(c2)OCCO3)C1 (configuration not stated)
  -1	7	-1%	-11%	-3%	7	-4	6%	8%	1%
> COc1ccc(NC(C)=O)cc1NC(C)C(=O)Nc1ccc(F)cc1 (configuration not stated)
  -2	2	?	0%	-8%	9	-25	-24%	8%	0%
> CC(=O)c1cccc(NC(=O)C2CCN(S(=O)(=O)c3ccc(C)cc3)CC2)c1
  2	4	-1%	-3%	2%	-5	1	-1%	-2%	1%
> C[C@H](CO)N1C[C@H](C)[C@@H](CN(C)S(C)(=O)=O)Oc2ccc(NC(=O)NC3CCCCC3)cc2C1=O
  -1	.	4%	2%	0%	-2	5	1%	.	.
> CCc1nnc(NC(=O)CSc2nnc(-c3ccoc3C)n2-c2ccc(C)cc2)s1
  6	1	?	-5%	0%	-9	1	6%	-4%	0%
> Cc1ccc(S(=O)(=O)N(CC(=O)Nc2ccccc2)C(=O)N2CCN(C)CC2)cc1
  -9	.	?	1%	9%	16	9	-3%	.	.
> Cc1c(C(=O)NCCc2ccccc2)oc2ccc(S(=O)(=O)N3CCC4(CC3)OCCO4)cc12
  1	-2	11%	1%	-1%	-18	-8	-1%	5%	-4%
> S=C1NC[C@H](Cc2cccc3ccccc23)N1CC1CCCCC1
  0	5	-9%	2%	3%	-13	-2	0%	-17%	-2%
> CCCCn1c(N)c(N(CC(C)C)C(=O)c2cc(S(=O)(=O)N3CCOCC3)ccc2Cl)c(=O)[nH]c1=O
  3	.	6%	4%	2%	-3	8	4%	.	.
> CC(C)CC(=O)Nc1c(C(=O)N2CCN(Cc3ccccc3)CC2)oc2ccccc12
  -5	0	-5%	5%	5%	-5	-7	5%	?	.
> COc1cc(C(=O)Nn2c(CC(C)C)nc3ccccc3c2=O)cc(OC)c1OC
  -12	0	-1%	1%	8%	-1	5	1%	5%	-5%
> O=C(c1cccnc1)n1nc(NCc2ccccc2)nc1NCc1ccccc1
  8	0	?	-5%	1%	-7	15	0%	15%	-1%
> O=C(COC(=O)c1c(Cl)cccc1Cl)NC1CCCCCCC1
  10	.	-6%	2%	1%	.	-14	.	.	.
> CCn1c(N2CCC(C)CC2)nc2c1c(=O)n(C)c(=O)n2C
  -11	-3	9%	3%	5%	2	5	6%	-9%	0%
> O=C(O)c1cccc(Nc2cc(Cl)c3nonc3c2[N+](=O)[O-])c1
  .	2	0%	-9%	-5%	15	-22	3%	8%	0%
> Cc1ccc2c(CC(=O)NCC3COc4ccccc4O3)coc2c1 (configuration not stated)
  15	2	-1%	-1%	13%	-9	7	3%	-12%	2%
> CCOC(=O)C1=C(C)Nc2nc(SCC)[nH]c(=O)c2C1c1ccncc1 (configuration not stated)
  13	1	-3%	-1%	-1%	-15	-12	4%	-3%	0%
> Oc1ccc(O)c(Cc2nc3ccccc3s2)c1
  0	0	?	30µM*	-5%	9	3	5%	3%	11%
> C/C(=N\Nc1nc(C)c(C)s1)c1ccc([N+](=O)[O-])cc1
  2	-2	?	-4%	11%	14	2	-4%	6%	-2%
> COc1ccc(-n2cnc3cc(C(=O)NCC4CCCO4)ccc32)cc1 (configuration not stated)
  1	0	-7%	3%	-6%	-8	-18	-14%	39%	0%

3 compounds already listed, sorted by their value in TSHR antag, lowest first.
SMILES,Tb PFK inh,TSHR antag,TCR act,CXXC DNA block,GALK inh
CC(=O)c1cccc(NC(=O)C2CCN(S(=O)(=O)c3ccc(C)cc3)CC2)c1,-3%,-5,-1%,-2%,1%
C/C(=N\Nc1nc(C)c(C)s1)c1ccc([N+](=O)[O-])cc1,-4%,14,-4%,6%,-2%
Cc1ccc(S(=O)(=O)N(CC(=O)Nc2ccccc2)C(=O)N2CCN(C)CC2)cc1,1%,16,-3%,.,.

(continued)
Value order – KCNH2 WT inh	Coupling enz	Chronic BCR inh	Tb PFK inh	A-T KAP1 phos	TSHR antag	Giardia kill	TCR act	CXXC DNA block	GALK inh
> CCCCn1c(SCC(=O)N2CCCC2)nc2cc(S(N)(=O)=O)ccc21
  5	1	-4%	3%	4%	17	-10	-4%	1%	4%
> O=C(Cn1cnc2cc([N+](=O)[O-])ccc2c1=O)NCc1ccccc1
  1	0	0%	-2%	-3%	-5	2	4%	?	8%
> CCOC(=O)Nc1cccc(Nc2ccccc2)c1
  -5	2	-9%	-8%	-3%	-7	-10	-2%	8%	-1%
> Cc1ccc(-n2c(SCC(=O)NCc3ccco3)nc3sc(C)c(C)c3c2=O)cc1
  10	1	8%	5%	5%	8	-5	-3%[46.1 µM]	-1%	1%
> O=C(O)/C=C/c1ccc(S(=O)(=O)NCc2ccco2)cc1
  -4	3	3%	-3%	4%	5	-19	.	8%	8%

Two entries drawn at random from those above, as already listed:
Value order – KCNH2 WT inh	Coupling enz	Chronic BCR inh	Tb PFK inh	A-T KAP1 phos	TSHR antag	Giardia kill	TCR act	CXXC DNA block	GALK inh
> Cc1ccc(-n2c(SCC(=O)NCc3ccco3)nc3sc(C)c(C)c3c2=O)cc1
  10	1	8%	5%	5%	8	-5	-3%[46.1 µM]	-1%	1%
> O=C(Cn1cnc2cc([N+](=O)[O-])ccc2c1=O)NCc1ccccc1
  1	0	0%	-2%	-3%	-5	2	4%	?	8%
